IMPase Li cell – membrane-permeable IMPase blocker, potentiated with lithium. CHO-M1 cells, IP1 TR-FRET (IP-One), carbachol + lithium. Potency, µM (series often up to 59.4 µM), without a hit: at the highest dose activity, negative = IMPase inhibition, usual class: inhibitors. hit rate 0.35% among 210,000;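 further: IP1 builds up when IMPase is blocked and the TR-FRET signal falls; plate controls were basal vehicle for no effect and high inhibitor control for full effect; nearly all actives have a fitted effect of over 50% in size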
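CHO cells stably expressing M1 receptor (2000/well) were cultured 16–30 h, then exposed to compounds with a small lithium addition for 30 min at 37C. IP1 was measured by TR-FRET competition; AC50 from Hill fits.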
GAA glycogen mod – alters human alpha-glucosidase cleavage of glycogen; AID 2100; Potency, µM (top dose mostly 76.4 µM), without a hit: at the top dose activity change, negative = inhibition, usual class: inhibitors; hit rate 0.38% among 300,000; recombinant GAA, glycogen substrate, Amplex Red glucose oxidase fluorescence;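 further: 0% = full enzyme reaction and -100% = no-enzyme basal signal; the screen sought inhibitors and activators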
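Recombinant enzyme (4 nM final) with compounds titrated up to 77 uM and bovine liver glycogen (30 ug) in citrate pH 5.0, 0.01% Tween-20, 37 C 40 min. Released glucose detected by Amplex Red/glucose oxidase (Ex 573/Em 610); AC50 from Hill fits.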
GAA spleen mod – inhibitors or activators of human alpha-glucosidase in spleen homogenate; P10253; human spleen homogenate, 4-MU-alpha-glucoside fluorescence; Potency, µM (highest dose often 79.9 µM), without a hit: at the top dose activity change, negative = inhibition, usual class: inhibitors; hit rate 0.006% among 240,000; AID 2112;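 further: 0% = enzyme with vehicle and -100% = no enzyme basal signal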
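Compounds were titrated against alpha-glucosidase in spleen homogenate at pH 5.0, with 1 mM 4-methylumbelliferyl substrate for 40 min at 37 C. Reactions were quenched with pH 10 NaOH/glycine and fluorescence measured.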
HTT cytoprotect – Huntington cell model cytoprotection by ATP luminescence; Potency, µM (doses to about 56.4 µM), for the others: cytoprotection (ATP increase), most hits filed as activators; AID 1471; hit rate 0.14% among 230,000; PC12 HTT-Q103 induced, cytoprotection, ATP luminescence, 40 h;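 further: % of control where 0% means no effect; nearly all actives have a fitted effect of over 45% in size; toxic huntingtin expression switched on by the ecdysone agonist tebufenozide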
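Quantitative HTS on tebufenozide-induced (100 nM) PC12 cells expressing HTTQ103 exon 1–GFP; compounds tested as a concentration series; survival measured via cellular ATP.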
GoLoco inh red – blocks human Gai1 binding to RGS12 GoLoco peptide, red readout; Gai1:RGS12 GoLoco peptide FP, rhodamine, 10 min; P63096; hit rate 0.44% among 230,000; Potency, µM (doses to about 61.6 µM), inactives show at the highest dose activity, negative = inhibition, usual class: inhibitors; active means well fitted inhibition curve with a large enough effect, not every such curve was filed as active; inactive means no such curve, though single readings can be large or run the other way; further: on the % scale 0 is the no-effect control and ±100 the full control effect; nearly all actives have a fitted effect of over 30% in size; many of its hits are not listed in these tables
Target sequence (P63096 whole entry, looked up): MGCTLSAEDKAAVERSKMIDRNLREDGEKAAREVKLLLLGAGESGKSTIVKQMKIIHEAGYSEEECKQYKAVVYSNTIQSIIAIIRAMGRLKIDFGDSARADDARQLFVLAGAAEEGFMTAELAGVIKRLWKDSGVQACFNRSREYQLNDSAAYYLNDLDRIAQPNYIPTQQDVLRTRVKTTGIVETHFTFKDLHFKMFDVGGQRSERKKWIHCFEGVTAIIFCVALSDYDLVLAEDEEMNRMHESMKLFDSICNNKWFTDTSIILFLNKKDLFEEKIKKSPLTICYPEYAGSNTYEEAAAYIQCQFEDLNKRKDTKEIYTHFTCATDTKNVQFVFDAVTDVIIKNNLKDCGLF
HTT aggregate – mutant huntingtin aggregation inhibition. Potency, µM (doses to about 46.1 µM), for inactives: at the highest dose activity change, negative = inhibition, hits mostly inhibitors. PC12 HttQ103-GFP aggregates, Acumen cytometry, 40 h. hit rate 1.1% among 220,000; further: on the % scale 0 is the no-effect control and ±100 the full control effect; nearly all actives have a fitted effect of over 60% in size
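Huntingtin Q103 exon 1–GFP aggregates in induced PC12 cells (100 nM tebufenozide) were quantified by cytometry from lysates, with compounds dosed in titration.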
GAA inh – alpha-glucosidase (human) inhibition | P10253 | purified human GAA, 4-MU-alpha-glucoside fluorescence | Potency, µM (doses to about 76.9 µM), for inactives: at the highest dose activity change, negative = inhibition, hits mostly inhibitors | hit rate 0.005% among 200,000 | AID 1466;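 further: plate controls were uninhibited enzyme wells for no effect and no-enzyme background for full effect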
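Endpoint fluorogenic read: 20 min room-temperature reaction of 4 nM human alpha-glucosidase with 400 uM 4-methylumbelliferyl-alpha-D-pyranoside, pH 5.0, quenched with 1M NaOH/1M glycine pH 10. AC50 from Hill modeling.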
Starred values were filed as active, the others as inactive; ? = inconclusive; / = not tested or not shown; [ ] = remark or other dose. Unless noted, the call rests on the fitted dose curve; in most records, active means well fitted curve in the direction sought with a large enough effect; inconclusive means small, poorly fitted or top-dose-only effect, or another doubt; inactive means no such curve, though single readings can be large; an effect the other way counts as inactive or inconclusive. Potency means the concentration at half of the fitted maximal effect.

SMILES	IMPase Li cell	GAA glycogen mod	GAA spleen mod	HTT cytoprotect	GoLoco inh red	HTT aggregate	GAA inh
Cc1c(N(C(=O)Nc2ccccc2)C2=NCC(C)S2)c(=O)n(-c2ccccc2)n1C (configuration not stated)	-17%[38.3 µM]	-8%	-3%	-3%	-6%	2%	-8%
CCOc1ccccc1NC(=O)CN1C(=O)COc2ccc(Cl)cc21	2%[38.3 µM]	3%	-2%	-25%	5%	13%	-11%
Cc1nc2sc(C(c3ccc(Cl)cc3)N3CCN(C(=O)c4ccco4)CC3)c(O)n2n1 (configuration not stated)	-10%[38.3 µM]	6%	2%	-25%	-1%	19%	3%
CC(=O)c1c(N2CCOCC2)nc2ccc(Cl)cc2c1-c1ccccc1	/	-3%	1%	2%[10 µM]	-5%	-6%[9.22 µM]	/
S=c1[nH]nc(-c2cccs2)n1/N=C/c1cn(-c2ccccc2)nc1-c1ccc(Cl)cc1	/	-2%	0%	-3%[10 µM]	-1%	-2%[9.22 µM]	/
Cc1ccc(OCC(=O)N/N=C\c2ccc(C)o2)c([N+](=O)[O-])c1	0%	-7%	1%	3%	-11%	-12%	2%
CCC(=O)N1CCNC(=O)C1CC(=O)Nc1ccc(C)c(Cl)c1 (configuration not stated)	0%[38.3 µM]	5%	-5%	7%[0.074 µM]	-1%	3%	-6%
CN(C(=O)CSc1nnc(-c2c[nH]c3ccccc23)o1)C1CCS(=O)(=O)C1 (configuration not stated)	0%	6%	10%	-44%[inhibitor]	9%	13%	9%
Cc1ccc(N=C(N)N=C(N)N)c(C)c1	/	-1%	4%	13%[10 µM]	3%	26%[9.22 µM]	/
O=C(c1cccc(Oc2c(Cl)cccc2[N+](=O)[O-])c1)N1CCCCC1	9%	12%	-1%	43%[10 µM]	7%	4%[9.22 µM]	?
Cc1ccccc1C1NC(c2ccccc2C)C([N+](=O)[O-])C(C)(C)C1[N+](=O)[O-] (configuration not stated)	/	-14%	-1%	7%[10 µM]	1%	-22%[9.22 µM]	/
CSc1cccc(NC(=S)N2CCC(N(C)C(C)C)CC2)c1	2%	2%	1%	22%	13%	6%	2%
Cc1cc(C)cc(COn2ccnc2)c1	-5%[38.3 µM]	1%	-4%	7%	-4%	11%	5%
CCOC(=O)C1=C(C)C(c2ccc(OC)cc2)NC(=O)N1 (configuration not stated)	-4%	-9%	3%	16%	4%	-21%	?
O=C(Nc1cccc(Cl)c1)c1cccc(Oc2ccc([N+](=O)[O-])cc2Cl)c1	6%	5%	0%	10%[10 µM]	9%	26%	1%
COc1ccc(/C=C(\C#N)C(=O)Nc2cccnc2)cc1	4%	-1%	10%	9%[10 µM]	12%	-3%	0%
C=CCN1CCN(C(c2ccc(Cl)cc2)c2nnnn2CCc2ccc(OC)c(OC)c2)CC1 (configuration not stated)	21%[38.3 µM]	5%	-7%	-6%[10 µM]	0%	11%	-2%
COc1ccc(C(=S)N2CCN(C)CC2)cc1Br	3%[38.3 µM]	-6%	-11%	4%	-7%	-3%	-7%
O=C(N=Nc1c(O)[nH]c2ccc(Cl)cc12)c1cc(-c2cccs2)nc2ccccc12	-4%	-8%	-3%	/	-7%	-11%	2%
CC(C)Oc1ccc2c(=O)c3cc(C(=O)O)ccc3oc2c1	18%	/	0%	-46%[inhibitor]	21%	/	/
COc1cc(C(=O)NCc2nnc(SCC(=O)Nc3nccs3)o2)cc(OC)c1OC	-3%	2%	/	-6%	-5%	10%	3%
Cc1nc2ccccc2c2c1C(=O)N(c1ccc(C(=O)O)cc1)C2=O	-2%	3%	-1%	-2%[10 µM]	5%	-14%	-3%
CCN(CC)C(=O)CSc1nc2cc3c(cc2c(=O)n1Cc1ccc2c(c1)OCO2)OCO3	36%[38.3 µM]	0%	5%	-30%[0.074 µM]	4%	-3%	-5%
Cc1ccccc1S(=O)(=O)Cc1ccc(C(=O)N2CCN(c3cccc(C)c3C)CC2)o1	14%	-2%	-7%	-40%[10 µM]	9%	13µM*	-4%
CCc1nnc(NC(=O)COc2ccc([N+](=O)[O-])cc2)s1	0%	-18%	-12%	-12%	7%	2%	0%
COCc1cc(=O)[nH]c(SCCS(=O)(=O)c2ccc(C)cc2)n1	/	-4%	-6%	4%[10 µM]	3%	-5%[9.22 µM]	-14%
CCNC(=O)OCC(CC)NC(=O)OCC(C)C (configuration not stated)	26%[38.3 µM]	5%	-9%	-4%	0%	5%	2%
Cc1nc2cnc(N3CCOCC3)nc2n(C[C@H]2CCCO2)c1=O	-5%	/	-4%	-78%[inhibitor]	22%	/	/
COc1cc2cc(CN(CCc3cccc(C)c3)C(=S)NCCCN3CCOCC3)c(=O)[nH]c2cc1OC	0%	0%	4%	-17%[10 µM]	-11%	-5%[9.22 µM]	9%
COC(=O)N1CCN(c2ccc(C(C)=O)cc2)CC1	10%[38.3 µM]	4%	-2%	7%	-4%	10%	-3%
CC(C)(C)NC(=O)/C(=C\c1ccc(Br)cc1)NC(=O)c1cccs1	-6%[38.3 µM]	1%	-5%	-6%	13%	-12%	-1%
Cc1cc(C)n(-c2ccc(-n3ccnc3)nn2)n1	-10%[38.3 µM]	-6%	-1%	-19%[4.97 µM]	-20%	-4%	-5%
COc1ccc(C(=O)/C=C2/c3ccccc3CC(C)(C)N2C)cc1	12%[38.3 µM]	-10%	-9%	-121%[inhibitor]	7%	7%	-6%[15.4 µM]
COCCn1c(=NC(=O)CSCC(=O)NC2CCCCC2)sc2cc(OC)ccc21	1%[38.3 µM]	4%	4%	-10%[0.074 µM]	6%	-1%	1%
Cc1nc2ccc(C(=O)NCc3ccc4c(c3)OCO4)cc2s1	7%	-20%	6%	-29%	2%	1%	12%
O=C(CSc1nc(-c2ccco2)cc(C(F)(F)F)n1)N1CCN(Cc2ccccc2)CC1	24%[38.3 µM]	1%	-1%	-2%	18%	6%	-7%[15.4 µM]
COc1ccccc1NS(=O)(=O)c1cc(Cl)ccc1OC	0%[38.3 µM]	-8%	-2%	-3%	2%	0%	-1%
CCC(C)NCCCCOc1ccc(C)cc1[N+](=O)[O-] (configuration not stated)	6%[38.3 µM]	7%	-11%	-17%	0%	-23%	12%
Cc1ccccc1N(CC(=O)NC1CCCC1)C(=O)CS(=O)CC(=O)Nc1ccc2c(c1)OCO2 (configuration not stated)	-6%[38.3 µM]	-9%	8%	8%	11%	12%	4%
Cc1ccc(N(C(=O)C2CCC(=O)N2)C2(C(=O)NC3CCCCC3)CCCCC2)cc1 (configuration not stated)	-5%[38.3 µM]	-4%	-8%	-25%	2%	-8%	3%

Random excerpt: two compounds from above.
SMILES	IMPase Li cell	GAA glycogen mod	GAA spleen mod	HTT cytoprotect	GoLoco inh red	HTT aggregate	GAA inh
Cc1ccc(N(C(=O)C2CCC(=O)N2)C2(C(=O)NC3CCCCC3)CCCCC2)cc1 (configuration not stated)	-5%[38.3 µM]	-4%	-8%	-25%	2%	-8%	3%
COCCn1c(=NC(=O)CSCC(=O)NC2CCCCC2)sc2cc(OC)ccc21	1%[38.3 µM]	4%	4%	-10%[0.074 µM]	6%	-1%	1%

Additional records
SMILES	IMPase Li cell	GAA glycogen mod	GAA spleen mod	HTT cytoprotect	GoLoco inh red	HTT aggregate	GAA inh
CC(=O)N1CCn2c3c(c(=O)c4cc(C)ccc42)CCC31 (configuration not stated)	26%[38.3 µM]	-8%	0%	-9%	5%	-6%	13%
Cc1nc(SCC(=O)c2ccc(F)cc2)n[nH]1	5%[38.3 µM]	-22%	-4%	-3%	-31%	4%	-8%
Cc1cccc2nc(-c3cccc(NC(=O)Cc4ccccc4)c3)cn12	4%	9%	-3%	/	13%	-5%	1%
CCOC(=O)c1c(CSC(=N)N)n(C)c2cc(Br)c(OC(C)=O)cc12	/	-8%	-1%	4%[10 µM]	6%	-18%[9.22 µM]	/

Compounds above that have a Cl atom, in the order listed:
SMILES	IMPase Li cell	GAA glycogen mod	GAA spleen mod	HTT cytoprotect	GoLoco inh red	HTT aggregate	GAA inh
CCOc1ccccc1NC(=O)CN1C(=O)COc2ccc(Cl)cc21	2%[38.3 µM]	3%	-2%	-25%	5%	13%	-11%
Cc1nc2sc(C(c3ccc(Cl)cc3)N3CCN(C(=O)c4ccco4)CC3)c(O)n2n1 (configuration not stated)	-10%[38.3 µM]	6%	2%	-25%	-1%	19%	3%
CC(=O)c1c(N2CCOCC2)nc2ccc(Cl)cc2c1-c1ccccc1	/	-3%	1%	2%[10 µM]	-5%	-6%[9.22 µM]	/
S=c1[nH]nc(-c2cccs2)n1/N=C/c1cn(-c2ccccc2)nc1-c1ccc(Cl)cc1	/	-2%	0%	-3%[10 µM]	-1%	-2%[9.22 µM]	/
CCC(=O)N1CCNC(=O)C1CC(=O)Nc1ccc(C)c(Cl)c1 (configuration not stated)	0%[38.3 µM]	5%	-5%	7%[0.074 µM]	-1%	3%	-6%
O=C(c1cccc(Oc2c(Cl)cccc2[N+](=O)[O-])c1)N1CCCCC1	9%	12%	-1%	43%[10 µM]	7%	4%[9.22 µM]	?
O=C(Nc1cccc(Cl)c1)c1cccc(Oc2ccc([N+](=O)[O-])cc2Cl)c1	6%	5%	0%	10%[10 µM]	9%	26%	1%
C=CCN1CCN(C(c2ccc(Cl)cc2)c2nnnn2CCc2ccc(OC)c(OC)c2)CC1 (configuration not stated)	21%[38.3 µM]	5%	-7%	-6%[10 µM]	0%	11%	-2%
O=C(N=Nc1c(O)[nH]c2ccc(Cl)cc12)c1cc(-c2cccs2)nc2ccccc12	-4%	-8%	-3%	/	-7%	-11%	2%
COc1ccccc1NS(=O)(=O)c1cc(Cl)ccc1OC	0%[38.3 µM]	-8%	-2%	-3%	2%	0%	-1%

These rows are one share of the data. The share of hits here may be higher or lower than overall.
